# Assay outcomes (PubChem)
# NIH3T3 tox = cytotoxic compounds in NIH 3T3 cells; NIH 3T3 viability, CellTiter-Glo ATP luminescence, 48-72 h; Potency, µM (top dose mostly 96.7 µM), without a hit: top-dose activity change, negative = cytotoxicity, actives largely listed as inhibitors; 94,000 compounds, 4.3% hits; AID 1345082; further: potency means the concentration at half of the fitted maximal effect; nearly all actives have a fitted effect of over 55% in size
#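 Luminescent ATP readout (CellTiter-Glo, 10 min RT) after 48 or 72 hr compound exposure of NIH 3T3 cells seeded at 400 cells/well in 1536-well format; quantitative HTS.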
# HEK293 viab = cell viability loss counter-screen; HEK-293-SNCA-luc viability, GF-AFC fluorescence, 24 h; Potency, µM (titrated, usually from 57.1 µM), without a hit: at the highest dose activity change, negative = cytotoxicity, hits mostly cytotoxic; 150,000 compounds, 0.12% hits;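 further: potency means the concentration at half of the fitted maximal effect; 0% = DMSO-treated cells and -100% = medium-only wells without cells; nearly all actives have a fitted effect of over 30% in size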
#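 HEK-293-SNCA-luc cells (1500/well) plated 24 h, then exposed 24 h to a dilution series; GF-AFC added 30 min at 37C, fluorescence 405/540 nm; normalised to medium-only and DMSO wells, Hill fit.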
# IP6K1 inh = inhibitors of human IP6K1; IP6K1 kinase, ADP-Glo luminescence, 2 h; active compounds read low; 140,000 compounds, 0.81% hits; activity change, % (series mostly up to about 58 µM); AID 1645851; in the data active means activity change below about -25%
# Target sequence (Q92551 whole entry, looked up): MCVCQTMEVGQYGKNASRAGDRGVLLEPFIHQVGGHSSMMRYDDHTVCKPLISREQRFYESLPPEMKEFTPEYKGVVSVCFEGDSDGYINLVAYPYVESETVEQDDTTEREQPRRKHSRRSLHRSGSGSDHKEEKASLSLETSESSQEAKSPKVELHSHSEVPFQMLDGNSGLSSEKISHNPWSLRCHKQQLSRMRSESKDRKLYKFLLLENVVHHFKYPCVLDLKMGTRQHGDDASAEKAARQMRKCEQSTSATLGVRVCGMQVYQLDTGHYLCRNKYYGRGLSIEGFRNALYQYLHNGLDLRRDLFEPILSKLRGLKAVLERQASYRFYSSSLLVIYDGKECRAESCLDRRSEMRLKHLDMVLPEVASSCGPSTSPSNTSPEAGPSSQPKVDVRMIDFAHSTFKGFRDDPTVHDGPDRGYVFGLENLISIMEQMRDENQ
#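 ADP-Glo luminescence measures ADP made by human IP6K1 during a 2 h RT reaction with ATP/IP6 (mix at 1.3 mM/130 uM); top library doses 57.5 and 19.1 uM final.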
# HEK293 tox = HEK 293 cell cytotoxicity; AID 1345083; Potency, µM (doses to about 115 µM), for the others: at the highest dose activity change, negative = cytotoxicity, most hits filed as inhibitors; HEK 293 viability, ATP luminescence (CellTiter-Glo), 48-72 h; 94,000 compounds, 6.6% hits; further: potency means the concentration at half of the fitted maximal effect; nearly all actives have a fitted effect of over 60% in size
#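 Pintool-delivered compounds were incubated with HEK 293 cells (250 cells/well) at 37 degree Celsius for 48 or 72 hr. ATP-dependent luminescence (CellTiter-Glo) then reported remaining viable cells.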
# GPT2 inh = inhibitors of human GPT2 alanine aminotransferase; Recombinant GPT2, coupled pyruvate oxidase/HRP Amplex Red fluorescence; Potency, µM (highest dose often 57.7 µM), for the others: at the top dose activity change, negative = inhibition, most hits filed as inhibitors; 100,000 compounds, 0.25% hits; further: potency means the concentration at half of the fitted maximal effect; nearly all actives have a fitted effect of over 60% in size; many of its hits are not listed in these tables
# Target sequence (Q8TD30 whole entry, looked up): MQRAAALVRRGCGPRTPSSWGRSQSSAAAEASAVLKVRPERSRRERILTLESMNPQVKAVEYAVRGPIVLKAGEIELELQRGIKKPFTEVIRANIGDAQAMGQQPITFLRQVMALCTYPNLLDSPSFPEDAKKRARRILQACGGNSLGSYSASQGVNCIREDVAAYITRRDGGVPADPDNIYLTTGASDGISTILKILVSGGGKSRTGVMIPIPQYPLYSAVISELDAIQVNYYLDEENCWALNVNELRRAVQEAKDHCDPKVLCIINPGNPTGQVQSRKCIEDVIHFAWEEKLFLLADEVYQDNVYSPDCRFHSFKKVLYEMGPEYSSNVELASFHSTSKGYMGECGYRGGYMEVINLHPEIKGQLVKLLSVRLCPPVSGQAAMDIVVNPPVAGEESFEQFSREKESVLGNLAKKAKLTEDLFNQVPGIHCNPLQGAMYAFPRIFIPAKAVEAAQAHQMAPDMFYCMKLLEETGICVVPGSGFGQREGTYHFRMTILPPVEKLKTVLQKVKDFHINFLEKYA
#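 GPT2 10ng/uL, a-KG 250uM, L-Ala 2mM, HEPES pH7.5 + 0.0001% Tween; 30 min RT. Then Amplex mix (PO/HRP/ThPP), 30 min RT dark, fluorescence. AOA 50uM used as positive control.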
# Luciferase inh = blocks purified firefly luciferase enzyme activity; Potency, µM (series often up to 115 µM), without a hit: at the top dose activity change, negative = inhibition, actives largely listed as inhibitors; purified P. pyralis luciferase, luminescence, biochemical; 76,000 compounds, 2.5% hits; AID 1347043; further: potency means the concentration at half of the fitted maximal effect; nearly all actives have a fitted effect of over 65% in size
#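 Luminescence read by CCD imager after adding enzyme (10nM final) to wells holding compound, titrated in qHTS. Substrates 10uM each D-luciferin and ATP; buffer 50mM Tris acetate pH 7.5, 10mM Mg acetate, Tween-20, BSA.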
# SNCA expr inh = inhibitors of alpha-synuclein (SNCA) gene expression; HEK-293 SNCA-luciferase knock-in, luminescence, 24 h; Potency, µM (titrated, usually from 57.2 µM), inactives show at the highest dose activity change, negative = inhibition, hits mostly inhibitors; 140,000 compounds, 0.17% hits; AID 1671194;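 further: potency means the concentration at half of the fitted maximal effect; plate controls were DMSO cells for no effect and cell-free wells for full effect; nearly all actives have a fitted effect of over 45% in size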
# Starred values were filed as active, the others as inactive; i = inactive; ? = inconclusive; · = not tested or not shown; & = joins results of further samples; [ ] = another dose, or the depositor's remark. Unless noted, the call rests on the fitted dose curve; in most records, active means well fitted curve in the direction sought with a large enough effect; inconclusive means small, poorly fitted or top-dose-only effect, or another doubt; inactive means no such curve, though single readings can be large; an effect the other way counts as inactive or inconclusive. Unless noted, on the % scale 0 is the no-effect control and ±100 the full control effect. Hits appear at their usual frequency; any-hit rate near 7.8%.
SMILES,NIH3T3 tox,HEK293 viab,IP6K1 inh,HEK293 tox,GPT2 inh,Luciferase inh,SNCA expr inh
COCCNC(=O)C1CCCN1Cc1ccc(-c2cc(C)cc(C)c2)cc1 (configuration not stated),?,-2%,-4,?,?,·,3%
C[C@H]1O[C@@H](O[C@H]2CC[C@@]3(C)[C@H](CC[C@@H]4[C@@H]3C[C@@H](O)[C@]3(C)[C@@H](C5=CC(=O)OC5)CC[C@]43O)C2)C[C@H](O)[C@@H]1O[C@H]1C[C@H](O)[C@H](O[C@H]2C[C@H](O)[C@H](O[C@@H]3O[C@H](CO)[C@@H](O)[C@H](O)[C@H]3O)[C@@H](C)O2)[C@@H](C)O1,·,-33%[23.9 µM],-7,·,i,·,-63%[25.6 µM]
COc1ccc(-c2noc([C@@H]3Cc4nc[nH]c4CN3Cc3cccs3)n2)cc1,89µM*,-22%[87.6 µM],-16,?,-3%[88.5 µM],71µM*,?
O=C(NCCOc1ccccc1)c1nc2c(o1)CCN(Cc1cccc(F)c1)CC2,?,1%[87.6 µM],2,?,1%[88.5 µM],-9%[172 µM],8%[87.6 µM]
O=C(O)c1cc(-c2ccccc2)nc2ccccc12,·,4%,-2&27&30,·,0%,·,-14%[25.6 µM]
Cn1nc(C(=O)NCc2ccccc2)c2c1-c1ccccc1S(=O)(=O)C2,·,8%,-8,·,·,·,-8%
O=C(NCC1(COc2cccnc2)C[C@@H](O)[C@@H](O)C1)C1CC1 (some centres not stated),?,?,7,32µM*,-7%[88.5 µM],5%[172 µM],?
CCOc1ccc(Cn2c(=O)sc3ccccc32)cc1,·,6%,0,·,·,·,1%
O=C(Cn1nnnc1CN1CCOCC1)N1CCCC1c1ccc(F)cc1 (configuration not stated),-9%,1%,6,-20%,?,4%,28%
CCCn1c(/C=C/c2ccccc2)nc2ccccc21,·,1%,0,·,·,·,-10%
COc1ccccc1Cn1c(=O)c(C(=O)NCCSC)nc2cccnc21,?,-9%,0,1%,-6%,·,-1%
O=C(c1c(F)cccc1F)N1C[C@@H](CO)[C@H](c2nc(C3CC3)no2)C1,-3%,8%,-7,?,-1%,2%,-8%
Cc1ccsc1CN(Cc1cn(-c2ccccc2)nn1)C1CC1,?,-1%,-3,?,1%,?,17%
NCCc1ccc(CN2CCC(Oc3ncccn3)CC2)cc1,-7%,-3%,-6,-10%,0%,-1%,?
O=C(c1ccc(F)cc1)N1CCOC[C@H](Oc2ccccc2)C1,2%[174 µM],-5%[87.6 µM],5,-3%[172 µM],-2%[88.5 µM],-3%[172 µM],-2%[87.6 µM]
Cc1noc2c(NCCN(C)C)cc(-c3ccc(F)cc3)nc12,40µM*,-6%[87.6 µM],5,?,-11%[88.5 µM],4%[172 µM],-20%[87.6 µM]
CCc1ccccc1NC(=O)Nc1cc(C(=O)NCc2ccc(C)cc2)ccc1N1CCCC1,·,13%,8,·,·,·,109%[activator]
COc1ccccc1Cn1cc(C(=O)c2ccc(C)cc2)c(=O)c2cc(C)ccc21,·,0%,0,·,·,·,26%
CCCc1cc(C)n(C)c(=O)c1CN(C)C(=O)c1cc(-c2ccc(N3CCN(C(C)C)CC3)nc2)cc2c1cnn2C(C)C,·,-5%,-4,·,i,·,·
CN(C)c1nc(CNC(=O)c2cc(S(N)(=O)=O)ccc2F)cs1,1%,-15%,-2,2%,1%,-7%,6%
Cc1ccccc1OCCSc1nc2ccc(NC(=O)c3cccc(F)c3)cc2s1,·,13%,7,·,·,·,-13%
CN(C)C[C@@H]1CN(c2ccncn2)C[C@H]1NC(=O)C1CC=CCC1 (some centres not stated),-4%,3%,17,i,-3%,8%,?
Cc1ccc(CNC(=O)CCc2nc(C3CCCN3C(=O)c3ccccc3)no2)o1 (configuration not stated),-7%,6%,7,-4%,i,0%,7%
COc1ccc2nc3oc(C(=O)Nc4cccc(C(F)(F)F)c4)cc3cc2c1,·,-4%,-5,·,·,·,?
CCCc1noc(-c2ccn3c(CNC(=O)c4ccc(N(C)C)cc4)nnc3c2)n1,-1%,4%,15,i,?,-1%,-18%

# Other results.
SMILES,NIH3T3 tox,HEK293 viab,IP6K1 inh,HEK293 tox,GPT2 inh,Luciferase inh,SNCA expr inh
Cc1nn(-c2ccc(C(F)(F)F)cc2)c(C)c1[C@@H]1C=C[C@@H](NC(=O)CC2(CC(=O)O)CCCC2)C1,?,-4%,7,-22%,0%,-14%,23%
CCOc1ccc(-c2[nH]ncc2CN)cc1,?,10%,-10,?,-12%,8%,-21%
O=C(c1ccncc1)N1CCC(c2nnc3n2CCNC3)CC1,4%,-9%,21,i,-21%,·,-2%
CC(C)CCN1CCC2(Cc3ccccc3NC2=O)C1 (configuration not stated),?,-7%[87.6 µM],-4,?,3%[88.5 µM],3%[172 µM],-3%[87.6 µM]
CC1CCCCN1CCCNC(=O)c1sc2ncccc2c1-n1cccc1 (configuration not stated),·,-17%,22,·,·,·,?
c1ccc(-c2nnc3n2CCN(Cc2ccc4ccccc4c2)C3)cc1,?,-12%,-3,?,i,·,-21%
COc1cccc(CN2C[C@@H]3C[C@H]2C(=O)Nc2ccccc2O3)c1,-10%[174 µM],3%[87.6 µM],-9,?,1%[88.5 µM],-3%[172 µM],45%[activator][87.6 µM]
Cc1ccc(-n2nc(C(=O)N3CCC(C)CC3)c(=O)n(C)c2=O)cc1,·,-6%,-1,·,·,·,-2%
C[C@@H]1[C@H](C)CC[C@]2(C(=O)O)CC[C@]3(C)C(=CC[C@@H]4[C@@]5(C)CC[C@H](O)C(C)(C)[C@H]5CC[C@]43C)[C@@H]12,·,-12%[87.6 µM],·,·,5%[88.5 µM],·,-7%[87.6 µM]
COc1ccc(CN2C[C@H](COCc3ccccc3)Oc3ncccc3[S+]2(=O)[O-])cc1,-26%[46.1 µM],-6%[23.9 µM],10,?,-8%[27.3 µM],·,-17%[25.6 µM]
Cc1ccc(C(=O)c2oc3ccccc3c2NC(=O)c2nc(S(C)(=O)=O)ncc2Cl)cc1F,·,-4%,-13,·,·,·,18%
COc1ccc(CN[C@H]2[C@H](O)[C@H](O)C[C@@H]2c2ccccc2)cc1,-8%[174 µM],-10%[87.6 µM],14,?,-27%[88.5 µM],3%[172 µM],11%[87.6 µM]
CCc1nc(-c2c3n(c(=O)n(CC(=O)NCc4ccccc4)c2=O)CCCC3)no1,i,-3%,10,5%,i,5%,-17%
Cc1ccc(C)c(N2CCN(C(=O)c3c(C)oc4nc(C)nc(N5CCOCC5)c34)CC2)c1,·,4%,-17,·,·,·,-13%
CC1(CNC(=O)c2ccc(C#N)cc2)CCOCC1,1%,11%,4,-3%,2%,-17%,23%
Cc1ccc(C(=O)N[C@@H]2C=C(C(=O)NCC(N)=O)C[C@@H](O)[C@@H]2O)cc1,-1%[174 µM],4%[87.6 µM],-5,-1%[172 µM],i,-13%[172 µM],-1%[87.6 µM]
COCC(=O)N1C[C@H](NC(=O)c2nc3ccccc3n(C)c2=O)[C@@H](C2CC2)C1,1%,10%,-2,3%,1%,9%,-21%
O=S(=O)(c1ccc2[nH]c3c(c2c1)CCCCC3)N1CCN(c2ccccc2)CC1,·,4%,17,·,·,·,-5%
CCOC(=O)[C@@H]1CN(S(=O)(=O)c2cccs2)[C@H]2c3ccccc3O[C@@H]12,?,·,15,?,·,·,·
Cc1ccc2nc(-c3c[nH]c4ccccc34)c(Nc3ccc(F)cc3)n2c1,·,-18%,-4,·,·,·,68%[activator]
Cc1ccccc1CSc1nc2c(sc3ccccc32)c(=O)n1CCCC(=O)NCCCOC(C)C,·,7%,20,·,·,·,-3%
O=[S+]([O-])(c1ccccc1)N1CC2(CCCCN2CC2CC2)Cc2ccccc21 (configuration not stated),?,0%,-15,?,0%,·,0%
CCOC(=O)C1(Cc2ccccc2)CCCN(S(=O)(=O)c2cccs2)C1 (configuration not stated),i,-6%,-1,-2%,i,15%,-3%
CCC(Sc1nnc(C)n2c1cc1occc12)C(=O)Nc1ccccc1OC (configuration not stated),·,7%,15,·,·,·,0%
CCOC(=O)C1CCN(CCC(=O)Nc2ccc(OC)cc2)CC1,·,-5%,-11,·,·,·,-10%

# Single entries from the list.
# GPT2 inh, COCC(=O)N1C[C@H](NC(=O)c2nc3ccccc3n(C)c2=O)[C@@H](C2CC2)C1 stands at 1%
# Luciferase inh, Cc1ccc(C(=O)N[C@@H]2C=C(C(=O)NCC(N)=O)C[C@@H](O)[C@@H]2O)cc1 stands at -13%[172 µM]

# Going on with the list.
SMILES,NIH3T3 tox,HEK293 viab,IP6K1 inh,HEK293 tox,GPT2 inh,Luciferase inh,SNCA expr inh
COCCn1ncc(N2CCC(NC(=O)c3ccc(C(C)C)cc3)CC2)cc1=O,-21%,4%,46,-22%,?,-11%,21%
Cc1cccc(C(=O)N2CCC(c3noc(-c4ccncc4)n3)C2)c1 (configuration not stated),-4%,2%,-3,-5%,i,1%,-11%
CCn1ncc(CN2CC(F)(F)C[C@H]2c2nc(C(=O)NC)no2)c1C,i,-2%,8,2%,-3%,-1%,18%
CN(Cc1ccccc1)C(=O)C[C@@H]1CCNC[C@@H]1Cc1cc(CN(C)c2ccccc2)on1,79µM*,-16%,6,?,?,-3%,-12%
COc1cc(OC)cc(C(=O)NC2CCN(c3cc(C(F)(F)F)nc(C)n3)CC2)c1,?,-6%,0,-19%,i,6%,16%
CN1CCN(C2CCN(Cc3ccccn3)C2=O)CC1 (configuration not stated),-16%,2%,33,-6%,i,-3%,6%
CC1(CO)CC(O)C2(C)CCC3(C)C(=CCC4C5(C=O)CCC(OC6OC(C(=O)O)C(O)C(O)C6OC6OC(C(=O)O)C(O)C(O)C6O)C(C)(C)C5CCC43C)C2C1 (configuration not stated),·,-6%[12.5 µM],6,·,0%[17.1 µM],·,·
CCN(CC)C(=O)CCc1c(C)nn(-c2ccccc2C)c1Oc1ccccc1,?,-6%,10,?,i,1%,?
Cc1cc(N)n(CC(=O)N2CCC(O)(CN3CCOCC3)C(C)(C)C2)n1 (configuration not stated),-11%,-17%,1,-50%,1%,2%,?
COc1ccc2c(c1)C(CNc1ccc(C)c([S+](=O)([O-])N3CCOCC3)c1)=CC(C)(C)CO2,-33%,·,12,?,·,·,·
Cc1cccc(NC(=O)Cn2ncc3c4ccccc4n(Cc4ccccc4)c3c2=O)c1C,·,5%,-7,·,·,·,-4%
Cc1ccnc(NS(=O)(=O)c2ccc(NC(=O)c3nc(SC(C)C)ncc3Cl)cc2)n1,·,2%,1,·,·,·,-14%
